# TDP1 inh: qHTS Assay for Inhibitors of Tyrosyl-DNA Phosphodiesterase (TDP1). Tyrosyl-DNA phosphodiesterase 1 (Homo sapiens), Q9NUW8. recombinant TDP1, AlphaScreen DNA substrate cleavage. Potency, µM (titrated, usually from 130 µM), without a hit: at the highest dose activity change, negative = inhibition, actives largely listed as inhibitors. 350,000 tested, 0.28% active; note: nearly all actives have a fitted effect of over 40% in size
# Target sequence (Q9NUW8 whole entry, looked up): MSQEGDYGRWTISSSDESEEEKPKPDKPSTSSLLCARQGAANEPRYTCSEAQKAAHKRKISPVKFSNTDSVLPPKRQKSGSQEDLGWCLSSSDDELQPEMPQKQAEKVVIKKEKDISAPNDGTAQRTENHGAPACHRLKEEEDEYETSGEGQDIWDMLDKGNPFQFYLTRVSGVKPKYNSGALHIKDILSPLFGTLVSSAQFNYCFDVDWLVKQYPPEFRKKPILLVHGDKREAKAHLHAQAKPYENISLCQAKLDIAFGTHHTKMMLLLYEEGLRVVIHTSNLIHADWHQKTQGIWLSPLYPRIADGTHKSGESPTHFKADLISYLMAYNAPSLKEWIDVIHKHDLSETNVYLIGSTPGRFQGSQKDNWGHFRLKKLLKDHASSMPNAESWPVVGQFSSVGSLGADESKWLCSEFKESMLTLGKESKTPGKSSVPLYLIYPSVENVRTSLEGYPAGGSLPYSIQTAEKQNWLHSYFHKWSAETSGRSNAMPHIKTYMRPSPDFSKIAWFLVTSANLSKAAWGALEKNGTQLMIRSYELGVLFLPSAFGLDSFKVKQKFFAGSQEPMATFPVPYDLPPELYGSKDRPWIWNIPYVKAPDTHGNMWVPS
#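 E. coli-derived human Tdp1, 1 nM final. Cpd preinc 15 min RT; substrate 15 nM final, 5 min RT; AS bead mix 10 ug/ml final, 10 min RT. Signal loss = tyrosine-FITC cleavage. No-enzyme wells = max signal.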
# N370S GC mod: qHTS Assay for Inhibitors and Activators of N370S glucocerebrosidase as a Potential Chaperone Treatment of Gaucher Disease. 330,000 tested, 0.092% active. N370S GC spleen homogenate, 4MU-glucoside fluorescence. Potency, µM (highest dose often 59.4 µM), for the others: at the highest dose activity change, negative = inhibition, usual class: inhibitors;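 note: 0% = full enzyme activity and -100% = no enzyme basal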
# FEN1 inh: qHTS Assay for the Inhibitors of Human Flap endonuclease 1 (FEN1) | Recombinant FEN1 flap cleavage, fluorescence, 15 min | Potency, µM (doses to about 114 µM), without a hit: at the highest dose activity change, negative = inhibition, usual class: inhibitors | 390,000 tested, 0.35% active; note: nearly all actives have a fitted effect of over 65% in size
# Target sequence (P39748 whole entry, looked up): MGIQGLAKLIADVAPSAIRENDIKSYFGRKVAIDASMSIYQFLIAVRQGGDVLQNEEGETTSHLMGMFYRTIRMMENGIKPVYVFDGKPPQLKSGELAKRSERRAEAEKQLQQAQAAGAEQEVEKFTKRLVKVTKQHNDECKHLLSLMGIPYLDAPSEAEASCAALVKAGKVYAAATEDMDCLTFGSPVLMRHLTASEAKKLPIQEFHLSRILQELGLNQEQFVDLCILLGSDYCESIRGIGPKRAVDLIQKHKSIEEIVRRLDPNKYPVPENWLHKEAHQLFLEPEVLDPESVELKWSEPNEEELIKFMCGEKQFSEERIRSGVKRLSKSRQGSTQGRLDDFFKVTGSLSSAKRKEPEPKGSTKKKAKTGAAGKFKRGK
#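 Reaction started by adding substrate (50 nM final) to 10 nM enzyme after 15 min room-temperature compound preincubation. Reads at 0 and 15 min, with data normalized and fitted to a four-parameter Hill equation.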
# Starred values were filed as active, the others as inactive; u = inconclusive; x = not tested or not shown; [ ] = remark or other dose. Calls come from the whole dose curve; as a rule, active = well fitted curve in the direction sought with a large enough effect; inconclusive = small, poorly fitted or top-dose-only effect, or another doubt; inactive = no such curve, though single readings can be large; an effect the other way counts as inactive or inconclusive. Unless noted, % is set by controls: 0 for no effect and ±100 for the full control effect; potency is the fitted concentration of half-maximal effect.
SMILES,TDP1 inh,N370S GC mod,FEN1 inh
Cc1cc(C(F)(F)F)nn1CC(=O)NNC(=S)NCC(C)C,3%,-1%,5%
Cc1ccc(NC(=O)C(=O)NCCc2csc3nc(-c4ccccc4C)nn23)cc1Cl,2%,x,-3%
CCC(=O)Nc1sc2c(c1C(N)=O)CCC2,1%,9%[2.35 µM],-14%
COc1ccc(N2CC(NC(=O)COc3ccccc3F)CC2=O)cc1OC (stereo not given),5%,x,-6%
O=C(NCC1CCCO1)c1ccc2c(c1)N(Cc1ccccc1)CCS2 (stereo not given),7%,u,10%
Cc1cc2nnc(SCC(=O)NCc3cccs3)n2c(N)n1,6%,-1%,2%
O=S(=O)(c1cccc2nsnc12)N1CCN(c2ccccc2F)CC1,4%,6%,-6%
C(CNC1C2CC3CC(C2)CC1C3)CN1CCOCC1 (stereo not given),x,-19%,2%
COc1ccc(CNC(=O)c2cc3c(=O)n(Cc4cccs4)ccc3nc2C)cc1,8%,x,41%
CC(C)NC(=S)N1CCN(C(c2ccccc2)c2ccccc2)CC1,8%,7%,-1%
CCOC(=O)c1cnn(-c2cc(C)cc(C)c2)c1N,-3%,-6%,-6%
CN(CC(=O)Nc1ccc(Cl)c(C(F)(F)F)c1)C(=O)c1ccc(OCC2CCCO2)cc1 (stereo not given),0%,-9%,-9%
CN(C)S(=O)(=O)c1ccc(C(=O)NCC(c2cccs2)N2CCOCC2)cc1 (stereo not given),x,-2%,5%
Cc1ccc(C(=O)OCC(=O)N2CC(C)OC(C)C2)cc1 (stereo not given),3%,-1%,-7%
CN(Cc1ccccc1)S(=O)(=O)c1ccc(NC(=O)c2cc(=O)c3ccccc3o2)cc1,2%,x,15%
CCSc1nc(N2CCCCC2)c2c(c1C#N)CCCC2,2%,-17%,-4%
COC(=O)c1ccc(/C=C2/SC(=S)N(CCCC(=O)Nc3ccccn3)C2=O)cc1,4%,0%,1%
O=C(Cn1cc(SCc2cccc(F)c2)c2ccccc21)N1CCCC1,-3%,x,-21%
CC(C)(C)N(Cc1ccccc1)C(=O)COC(=O)Cn1cnc2ccccc2c1=O,2%,-2%,0%
N=C1/C(=C\c2ccc(Br)o2)C(=O)N=C2SC(CC(=O)N3CCCCC3)=NN12,-12%,-3%,u
CN(Cc1ccccc1)S(=O)(=O)c1ccc2c(c1)CCC(=O)N2,-19%,-16%,-1%
O=C(CSCc1c(F)cccc1Cl)NCc1ccco1,5%,-3%,-5%
Cc1ccc(NC(=O)Nc2ccc3c(c2)nc(C)n3C)cc1,6%,-1%,16%
COc1ccc(-c2noc(CSc3nnc(-c4ccc(Cl)cc4)n3C)n2)cc1OC,9%,x,5%
CC(C)[C@@H](CC(=O)N[C@@H]1CCCC[C@H]1C(=O)N[C@H](CC(=O)N[C@@H](CCC(=O)O)CC(=O)O)Cc1ccccc1)NC(=O)C[C@H](Cc1ccccc1)NC(=O)[C@@H]1CNCC[C@H]1N,4%,5%,x
Cc1ccc(C(=O)Nc2ccccc2NC(=O)c2ccc(C)o2)o1,4%,6%,-13%
O=C(CCc1c[nH]c2ccccc12)OCc1ccc(Br)cc1,2%,-17%,u
COc1ccc2cc(C3CC(c4ccco4)=NN3S(C)(=O)=O)c(Cl)nc2c1 (stereo not given),8%,-14%,11%
CCOC(=O)c1c(-c2ccc(C)cc2)csc1/N=C/N(C)C,1%,-8%,4%
CCC(=O)N1CCc2cc(OC)c(OC)cc2C1COc1ccc(F)cc1 (stereo not given),x,-5%,7%
CC(C)(C)n1nc2c(c1NC(=O)c1cc(Cl)ccc1[N+](=O)[O-])CS(=O)(=O)C2,3%,4%,3%
O=C(Oc1cc(-c2ccccc2)no1)c1cccc(C(F)(F)F)c1,5%,-16%,-7%
CCOC(=O)c1sc(NC(=O)CSc2nc(-c3ccco3)cc(C(F)(F)F)n2)c(C#N)c1C,4%,-14%,0%
Cc1nc(NC2=NCN(C3CCCCC3C)CN2)nc2ccccc12 (stereo not given),6%,1%,x
Cc1nn(-c2ccccc2)c(N2CCCC2)c1/C=N/NC(=O)C1CC1,7%,18%,-5%
COc1ccc(OC)c(/C=C/C(=O)OCC(=O)c2c(N)n(C)c(=O)n(C)c2=O)c1,5%,3%,20%
Cc1cccc(-c2nsc(SCC(=O)Nc3cc(C)on3)n2)c1,2%,-8%,-1%
COc1ccccc1NS(=O)(=O)c1cccc(NS(=O)(=O)c2ccc(Cl)c(C(=O)O)c2)c1,0%,x,5%
Clc1cccc(Cl)c1CSc1nnc(-c2ccncc2)s1,0%,10%,6%
Cc1ccc(-n2nc(C)c(C(=O)NCCCN3CCN(c4cccc(Cl)c4)CC3)c2-n2cccc2)cc1,6%,x,2%
CC(O)[C@@]1(O)CC[C@H]2[C@@H]3CC[C@H]4C[C@@H](O)CC[C@]4(C)C3=CC[C@@]21C (stereo not given in full),-1%,-19%,2%
O=C(CSc1nccn1-c1cccc(Cl)c1)NC1CCCC1,4%,2%,1%
O=C(c1cc2cc(Cl)ccc2oc1=O)N1CCOCC1,2%,-2%,-1%
O=C(Cc1ccc(Br)cc1)NCCc1ccc(F)cc1,x,-3%,-7%
Cn1c(=O)[nH]c(=O)c2c1nc(NCCCn1ccnc1)n2Cc1cccc(Br)c1,5%,0%,3%
Cc1ccc(C(=O)CSc2ncnc3sc4c(c23)CCCC4)cc1,-2%,5%,-19%
CCOC(=O)c1ccc(NC(=O)Cn2ncc(Cl)c(Cl)c2=O)cc1,3%,-3%,-3%
CC12CN(C(=S)Nc3ccccc3)CC(C)(CN(C(=S)Nc3ccccc3)C1)C2=O,0%,23%,-14%
COc1ccc(-c2noc(C3CCCN(C(=O)c4ccccc4OC)C3)n2)cc1OC (stereo not given),10%,-29%,-1%
COc1cc(NC(=O)CCc2nnc3ccc(N4CCC5(CC4)OCCO5)nn23)cc(OC)c1,3%,-5%,20%
COc1ccc(NS(=O)(=O)c2ccc(N3CCCC3)c(NC(=S)Nc3cccc(C)c3C)c2)cc1,6%,-7%,-7%
Cc1cc(S(=O)(=O)/N=C(\N)c2ccc(C(N)=O)cc2)cc(C)c1F,x,-20%,0%
CCOC(=O)N1CCN(C(=O)c2ccc3c(=O)n(-c4ccc(OC)cc4)c(=S)[nH]c3c2)CC1,2%,-2%,0%
Cc1ccc2nc3c(nc2c1)-c1ccccc1C3=O,3%,-14%,16%
Cc1sc2ncn(CC(=O)N3CCOCC3)c(=O)c2c1-c1ccccc1,-1%,-6%,-4%
CC1(C)CC2/C(CO)=C/C=C/[C@](C)(O)CC[C@]21O (stereo not given in full),6%,2%,x
Cc1cccc(C(=O)N2c3ncnn3C3(CCCCC3)[C@@H]3CCCC[C@@H]32)c1,6%,x,1%
CCOc1ccc(NC(=O)CSc2nnc(-c3ccccc3Cl)n2Cc2ccco2)cc1,9%,19%,-2%
CN(C)S(=O)(=O)c1cccc(C(=O)Nc2ccc(N3CCOCC3)cc2)c1,x,2%,11%
CCc1ccc(S(=O)(=O)Nc2ccc(Cl)cn2)cc1,x,-3%,18%

# An excerpt from above in order of the TDP1 inh value, ascending.
molecule | TDP1 inh | N370S GC mod
CN(Cc1ccccc1)S(=O)(=O)c1ccc2c(c1)CCC(=O)N2 | -19% | -16%
Cc1cc(C(F)(F)F)nn1CC(=O)NNC(=S)NCC(C)C | 3% | -1%
Cc1ccc(-n2nc(C)c(C(=O)NCCCN3CCN(c4cccc(Cl)c4)CC3)c2-n2cccc2)cc1 | 6% | x

# The listing continues.
SMILES,TDP1 inh,N370S GC mod,FEN1 inh
Cc1cccc(NC(=O)c2ccc3nc(CCc4ccccc4)oc3c2)c1C,-4%,x,5%
CCOP(=O)(OCC)C(NC(=O)Nc1ccccc1)C(N)=O (stereo not given),0%,2%,-2%
CN(C1CCCCC1)S(=O)(=O)c1ccc(-c2ccccn2)s1,3%,15%,-9%
Cc1ccc(C)c(Sc2ccc(S(=O)(=O)Nc3ccc(C(=O)O)cc3)cc2)c1,3%,x,9%
Cc1ccccc1N1CC(C(=O)O)CC1=O (stereo not given),0%,0%,3%
CN(c1ccc(C(=O)N2CCOCC2)cc1[N+](=O)[O-])C1CCCCC1,6%,-1%,-6%
COC(=O)c1ccc(COC(=O)c2cnccn2)cc1,x,2%,0%
CCOc1ccc(NC(=O)/C(C#N)=C/c2cn(CC(=O)O)c3ccccc23)cc1,9%,-1%,11%
O=C(COc1ccc2oc(-c3ccco3)cc(=O)c2c1)N1CCCCC1,56µM*,8%,7%
Cc1nc(S(=O)(=O)Cc2ccccc2)nc2c1CCC2,3%,-16%,-5%
COc1ccc2nc(SCC(=O)NC3CCCCC3C)[nH]c2c1 (stereo not given),1%,x,-1%
CC(C)Nc1cc(N2CCN(C3CCCCC3)CC2)c2noc3c2c1C(=O)c1ccccc1-3,9%,x,-11%
Cc1ccc(NS(=O)(=O)c2ccc3c(c2)CCCN3C(=O)C2CCC2)c(C)c1,5%,x,-17%
COc1ccc(C[C@@](C)(N)C(=O)O)cc1OC,-8%[56.1 µM],-3%[21.6 µM],x
O=C(O)c1nn(CCOc2ccc(Br)cc2)c(=O)c2ccccc12,3%,u,-20%
COc1ccc(-n2c(Cn3c(=O)sc4ccccc43)nnc2SCC(=O)N2CCCCC2)cc1,8%,23%,-1%
COc1ccccc1-c1nc2cc(NC(=O)c3ccccc3Cl)ccc2o1,0%[12.3 µM],x,-16%
CCCN(CC(=O)Nc1ccccc1OC)C(=O)CCNC(=O)c1ccccc1OC,x,2%,6%
Cc1ccc(S(=O)(=O)N2CCC(Oc3cccc(C(F)(F)F)c3)CC2)cc1,x,9%,-8%
O=c1[nH]c(SCCOc2cccc3ccccc23)nc2ccccc12,-3%,5%,13%
CC1CN(c2ccc(NC(=S)Nc3ccc(N4CC(C)OC(C)C4)cc3)cc2)CC(C)O1 (stereo not given),5%,-6%,13%
COC(=O)N(C)CCCC1(C)C(=O)N(C)c2ccc(O)cc21 (stereo not given),0%,3%,13%
Cc1nc2sc(C(c3ccco3)N3CCC(Cc4ccccc4)CC3)c(O)n2n1 (stereo not given),5%,-1%,-16%
CCC(C)Sc1cccc(-c2nc3ccc(C)cn3c2NCc2ccccc2)c1 (stereo not given),-11%,u,-27%
CCc1cc(-c2n[nH]c(C)c2-c2nc3ccccc3n2C)c(O)cc1O,5%,-21%,-16%
Cc1ccc(OCC(=O)N2CC(C)OC(C)C2)c([N+](=O)[O-])n1 (stereo not given),3%,-3%,4%
COc1ccc(/C=N/NC(=O)CC(=O)NCc2cccnc2)c(OC)c1,3%,4%,-2%
COc1ccc(C(=O)N/N=C/c2ccc(OC)c(COc3ccc(F)cc3F)c2)cc1,1%,3%,-4%
COc1cccc(C(=O)N2CCN(c3ccc(N4CCOCC4)nn3)CC2)c1,x,u,12%
CCC(=O)OCCNc1cc(Sc2nccn2C)c2nonc2c1[N+](=O)[O-],1%,-11%,u

# 7 compounds picked at random from those above, as already listed:
SMILES,TDP1 inh,N370S GC mod,FEN1 inh
Cc1ccc(S(=O)(=O)N2CCC(Oc3cccc(C(F)(F)F)c3)CC2)cc1,x,9%,-8%
CCc1cc(-c2n[nH]c(C)c2-c2nc3ccccc3n2C)c(O)cc1O,5%,-21%,-16%
COc1ccc(/C=N/NC(=O)CC(=O)NCc2cccnc2)c(OC)c1,3%,4%,-2%
COc1ccccc1-c1nc2cc(NC(=O)c3ccccc3Cl)ccc2o1,0%[12.3 µM],x,-16%
CCCN(CC(=O)Nc1ccccc1OC)C(=O)CCNC(=O)c1ccccc1OC,x,2%,6%
CCC(C)Sc1cccc(-c2nc3ccc(C)cn3c2NCc2ccccc2)c1 (stereo not given),-11%,u,-27%
COc1ccc(-n2c(Cn3c(=O)sc4ccccc43)nnc2SCC(=O)N2CCCCC2)cc1,8%,23%,-1%

# Carrying on:
SMILES,TDP1 inh,N370S GC mod,FEN1 inh
Cc1cc(C)nc(NC2=NCC(=O)N2CCc2c[nH]c3ccccc23)n1,11%,0%,-11%
O=C(O)c1cccc(Nc2ccc3nonc3c2[N+](=O)[O-])c1,7%,-4%,3%
CCOC(=O)N1CCN(C(=O)CN2C(=O)COc3ccc(C)cc32)CC1,-6%,0%,0%
COC(=O)c1sccc1NC(=O)Nc1ccccc1C,2%,-16%,-18%
CCN1CCN(CCNC(=O)c2ccc3nc(-c4cccc(C)c4)c(-c4cccc(C)c4)nc3c2)CC1,6%,-13%,10%
O=C(COc1coc(CN2CCN(c3ccccc3)CC2)cc1=O)NCC1CCCO1 (stereo not given),0%,0%,4%
C=CCn1c(C)cc(C(=O)CSc2nnc(-c3cccc(S(=O)(=O)N(CC)CC)c3)o2)c1C,4%,14%,-3%
O=C(O)CSc1nccc2ccccc12,0%,-1%,-1%
Cc1ccccc1NC(=O)CSc1nccn1C,-2%,x,7%
Cc1nn(C(=O)c2ccc(Cl)cc2)c(C)c1S(=O)(=O)N1CCCCCC1,1%,x,-9%
Cc1[nH]c2c(C)cccc2c1CCNC(=O)C1CCCCC1C(=O)OCC(F)(F)F (stereo not given),7%,5%,-12%

# Source: PubChem

# Outcome played no part in choosing rows. Share with any hit: about 0.57%.
